Source: PubChem
FadD28 FP inh: inhibitors of FadD28 bisubstrate probe binding, primary screen, biochemical, fluorescence polarization, single point. inhibition, % at 12.5 µM. 360,000 tested, 0.22% active. AID 588549, 2011; in the data active = inhibition above about 8.5%, passing the limit was not always enough; inconclusive = no clear call, values can overlap the other calls
PrPC surface inh: inhibitors of human cell surface prion protein PrPC, primary screen, cell-based, TR-FRET | Major prion protein (Homo sapiens), P04156 | TR-FRET read-out | inhibition, % at 13.8 µM | 370,000 tested, 0.43% active | AID 720596, 2013; in the data active = inhibition above about 24%; note: 0% = median of the test wells and 100% = reference compound wells
PfHsp40 rescue: rescue of yeast from PfHsp40 toxicity, primary screen, S. cerevisiae, ATP luminescence. S. cerevisiae expressing PfHsp40, growth rescue. growth rescue, % at 12.5 µM. 340,000 tested, 0.68% active; in the data active = growth rescue above about 28%, passing the limit was not always enough; inconclusive = no clear call, values can overlap the other calls;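 note: yeast W303a lacking pdr1 and pdr3 grown in galactose medium; growth measured after three days at 30 °C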
TcdB inh: TcdB glycohydrolase inhibitors, primary screen, biochemical, single point, plate reader. 350,000 tested, 0.24% active. AID 652162, 2013. inhibition, % at 9.99 µM. TcdB glycohydrolase enzymatic assay. Toxin B (Clostridioides difficile), P18177; in the data active = inhibition above about 10%
CCHF vOTU inh: CCHFV vOTU protease inhibitors, primary screen, biochemical, Pep-AMC substrate, fluorescence | AID 651958, 2012 | 370,000 tested, 0.55% active | inhibition, % at 11.5 µM; in the data active = inhibition above about 30%; note: 0% = vehicle wells with enzyme and 100% = no enzyme wells
BoNT-F LC inh: BoNT/F light chain protease inhibitors, primary screen, biochemical, flow cytometry, MLPCN library. AID 588497, 2011. Botulinum neurotoxin type F light chain protease (Clostridium botulinum). inhibition, % at 10 µM. Multiplex microsphere protease cleavage assay. 360,000 tested, 0.22% active; in the data active = inhibition above about 35%, passing the limit was not always enough; inconclusive = no clear call, values can overlap the other calls; note: plate controls were buffer without enzyme for full effect and enzyme alone for no effect
BoNT-A LC inh2: BoNT/A light chain protease inhibitors, primary screen, biochemical, flow cytometry, MLPCN library; multiplex microsphere protease substrate cleavage; inhibition, % at 10 µM; 360,000 tested, 0.17% active; Botulinum neurotoxin type A light chain protease (Clostridium botulinum A str. ATCC 3502); note: plate controls were buffer without enzyme for full effect and enzyme alone for no effect
Yp Topo-I inh: Yersinia pestis topoisomerase I inhibitors, primary screen, biochemical, cleavage product accumulation, plate reader, single point. DNA topoisomerase I (Yersinia pestis CO92). Y. pestis Topo-I cleavage product accumulation. activity, % at 10 µM. 360,000 tested, 0.064% active. AID 504884, 2011; in the data active = activity above about 50%, passing the limit was not always enough; inconclusive = no clear call, values can overlap the other calls; note: inactives centre near 2
Anthrax LF prot: Bacillus anthracis LF protease inhibitors, primary screen, biochemical, multiplex microsphere, MLPCN library; 360,000 tested, 0.12% active; inhibition, % at 10 µM; Lethal factor (Bacillus anthracis), P15917; multiplex microsphere protease cleavage assay; note: plate controls were buffer without enzyme for full effect and enzyme alone for no effect
Target sequence (P15917 whole entry, looked up): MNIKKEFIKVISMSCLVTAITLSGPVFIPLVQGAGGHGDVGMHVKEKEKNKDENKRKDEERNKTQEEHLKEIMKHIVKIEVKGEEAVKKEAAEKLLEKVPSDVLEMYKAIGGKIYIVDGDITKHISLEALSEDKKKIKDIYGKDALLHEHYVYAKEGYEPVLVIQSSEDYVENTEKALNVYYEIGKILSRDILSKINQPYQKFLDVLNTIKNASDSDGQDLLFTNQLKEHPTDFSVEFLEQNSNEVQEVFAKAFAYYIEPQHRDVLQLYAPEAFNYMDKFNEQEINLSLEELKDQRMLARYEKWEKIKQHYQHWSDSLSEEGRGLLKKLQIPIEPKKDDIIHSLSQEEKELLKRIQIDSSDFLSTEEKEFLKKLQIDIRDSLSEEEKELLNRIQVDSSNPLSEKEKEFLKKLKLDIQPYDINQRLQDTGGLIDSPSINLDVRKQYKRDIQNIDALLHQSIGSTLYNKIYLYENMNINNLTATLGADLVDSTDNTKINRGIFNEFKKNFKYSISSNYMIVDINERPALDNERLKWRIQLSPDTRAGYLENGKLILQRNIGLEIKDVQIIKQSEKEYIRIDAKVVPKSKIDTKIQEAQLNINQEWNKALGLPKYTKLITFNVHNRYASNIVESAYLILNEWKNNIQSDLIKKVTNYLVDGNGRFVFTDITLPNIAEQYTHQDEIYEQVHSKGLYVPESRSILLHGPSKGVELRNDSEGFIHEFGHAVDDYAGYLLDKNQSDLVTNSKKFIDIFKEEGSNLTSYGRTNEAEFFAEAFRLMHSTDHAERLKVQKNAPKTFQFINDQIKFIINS
* hit, by the source's call; ? = inconclusive; nt = no result given. Cut-off read from the data, not from the text of the source, unless noted: active = inhibition above about 30%; inconclusive = no clear call, values can overlap the other calls; inactive = below that.

SMILES	FadD28 FP inh	PrPC surface inh	PfHsp40 rescue	TcdB inh	CCHF vOTU inh	BoNT-F LC inh	BoNT-A LC inh2	Yp Topo-I inh	Anthrax LF prot
COc1cc(C(=O)NCCc2ccc3c(c2)OCO3)cc(OC)c1OC	nt	8	2.0	1.0	-5	-2	0.0	-2	2
COC(=O)/C=C/c1oc2ccccc2c1C	0.6	-4	-0.6	1.3	-11	0	-2.0	1	-4
COc1ccc(CN2CCNC(=O)C2CC(=O)O)cc1OC (stereo not given)	-0.4	1	0.5	-0.7	1	0	0.0	-5	-6
O=C(NCCO)C(c1ccccc1)c1ccccc1	-3.8	4	-0.2	nt	-2	-4	-0.6	4	-2
CCCCCCCCCCCCCCCC[N+](C)(C)CCl	20*	11	4.1	0.6	26	-31	0.1	-33	-3
COc1cccc(-c2nnc(-c3ccccc3NC(=O)c3ccc(C(C)(C)C)cc3)o2)c1	-3.0	2	-1.1	0.5	-2	nt	nt	1	nt
O=[N+]([O-])c1ccc(N(CC2CO2)S(=O)(=O)c2ccccc2)cc1 (stereo not given)	-1.7	-15	-2.0	1.2	2	-13	-1.5	0	3
CC1=CC(c2ccccc2)n2nc(N)nc2N1 (stereo not given)	-2.5	5	-1.7	nt	-41	2	-0.3	0	4
Cc1ccnc(NC(=O)c2cccc(S(=O)(=O)NCc3ccccc3)c2)c1	-2.7	6	0.9	2.5	-3	nt	nt	15	nt
CC1(C)CC2CC(C)(CN2C(=O)c2cc(-c3ccccc3O)on2)C1 (stereo not given)	0.6	-3	-1.1	3.5	7	-4	-1.1	-1	-11
COC(=O)c1cccc(Cn2nc(C)c([N+](=O)[O-])c2C)c1	0.2	-5	-0.7	1.1	0	-2	-0.4	2	-2
COc1ccc(CN(CC(=O)NCc2ccccc2)C(=O)CCC(=O)Nc2nccs2)cc1	0.3	2	-0.5	0.5	1	13	-0.3	-8	1
CCCNC(=S)N1CCC(NC(=O)c2cccc(C)c2)CC1	-1.8	3	-0.5	-3.2	6	nt	nt	-1	nt
NC(=O)c1cccc(N=Cc2cc(Cl)cc(Cl)c2O)c1	-0.2	8	-1.0	0.2	-8	-1	-0.6	4	-3
Cc1ccc(N2CC(O)(c3cccs3)[N+]3=C2CCCC3)cc1 (stereo not given)	-2.6	3	1.1	-0.3	-4	1	0.2	5	0
Cc1ccccc1-c1n[nH]c(=S)n1C	-3.8	0	0.4	0.4	-7	5	-0.5	1	0
COC(=O)c1ccc2c(=O)[nH]c(CSc3nnc(C(F)(F)F)n3C)nc2c1	-0.1	1	-0.3	-0.5	-13	-3	0.5	5	2
CCc1c(C)nc2ncnn2c1Nc1ccc(C#N)c(Cl)c1	0.3	5	-0.6	nt	5	8	-0.6	-6	-3
Nc1nnnn1CC(=O)N/N=C/c1ccc(-c2cccc(Cl)c2)o1	-5.3	-6	0.0	0.3	2	-5	-0.5	10	-2
COCCn1c(SCC(=O)Nc2ccc(F)cc2)nc2c(c1=O)SCC2	0.4	4	nt	-0.3	-4	0	-0.4	6	-12
COc1ccccc1NS(=O)(=O)c1ccc(N/N=C/c2ccccc2OCC(=O)O)c([N+](=O)[O-])c1	19*	-13	1.1	1.3	30*	0	0.2	14	-2
CCc1ccc(OCC(=O)N(C)C)c(Br)c1	0.4	-5	0.6	nt	-16	30	4.3	14	4
O=C(Nc1ccccc1)N1CCN(Cc2ccccc2)CC1	-1.7	-2	1.0	nt	5	10	0.0	7	-2
CN1CCN(c2ncnc3c2cnn3C)CC1	0.5	5	-1.1	-1.0	-10	nt	nt	6	nt
COc1ccc(NC(=O)C2CCCC2)cc1	-1.5	13	1.6	-0.1	-7	-31	-3.2	-1	7
O=C1CC(NCC2CCCO2)C(=O)N1c1ccc(F)cc1 (stereo not given)	-0.5	-2	-0.8	0.8	-2	-2	0.0	1	2
CCSc1nnc([C@@H](N)Cc2c[nH]c3ccccc23)o1	-2.7	-1	0.6	nt	2	-16	-0.9	1	-10
COc1ccc(-n2nc(C(=O)NCC(=O)NCc3ccc(F)cc3)c3ccccc3c2=O)cc1	-4.1	-1	0.0	1.2	1	4	-0.7	21	0
O=S(=O)(c1ccc(S(=O)(=O)N2CCC(O)CC2)cc1)N1CCCC1	-2.4	10	0.4	3.0	-2	-2	-0.2	3	2
O=C(O)COc1ccc2c(c1)O/C(=C\c1cccs1)C2=O	-1.2	-30	0.1	-1.1	-1	-1	-0.1	0	6
COC(=O)C1CCN(S(=O)(=O)c2cn(C)c(=O)n(C)c2=O)CC1	-4.5	-7	-1.6	1.7	10	-6	-0.6	-5	1
COc1ccccc1NC(=O)c1ccc2[nH]c(C)c(C)c2c1	0.5	1	0.7	4.7	-8	-21	-1.5	-8	9
CC(OC(=O)CN(C)S(=O)(=O)c1ccc(Cl)cc1)C(=O)Nc1ncc(Cl)cc1Cl (stereo not given)	-2.9	1	-1.9	nt	4	-2	0.5	7	-1
O=C(Cc1c(O)c2ccccc2[nH]c1=O)NCc1cccc(F)c1	-0.4	nt	-0.3	0.9	nt	1	0.5	3	-1
CC(=O)Nc1cc(C(F)(F)F)ccc1Oc1cccc(Br)c1	-3.8	-7	3.6	nt	11	10	-0.3	25	-7
O=C(COc1ccc(-n2cnnn2)cc1)Nc1ccccc1Cl	-2.9	10	-0.1	-1.4	1	-7	-2.0	1	18
CCOc1ccc(NS(=O)(=O)c2ccc(NS(C)(=O)=O)cc2)cc1	-0.5	-2	-0.7	nt	-3	nt	nt	-7	nt
COc1cccc(C(=O)NNC(=O)C2CC(C)=C(C)CC2C(=O)O)c1 (stereo not given)	0.4	-4	-0.2	nt	8	0	0.3	2	1
COc1cc(NC(=S)NC(=O)c2ccc(C)cc2C)ccc1NC(=O)c1cccs1	-3.3	4	1.9	nt	-1	1	0.5	11	-5
CCn1c(C)nc2cc(C(=O)NNC(=O)CN(C)S(=O)(=O)c3ccc(NC(C)=O)cc3)ccc21	-0.9	-1	0.5	1.5	-8	-14	7.7	-1	-5

Of the compounds above, 4 contain two or more sulfur atoms:
SMILES	FadD28 FP inh	PrPC surface inh	PfHsp40 rescue	TcdB inh	CCHF vOTU inh	BoNT-F LC inh	BoNT-A LC inh2	Yp Topo-I inh	Anthrax LF prot
COCCn1c(SCC(=O)Nc2ccc(F)cc2)nc2c(c1=O)SCC2	0.4	4	nt	-0.3	-4	0	-0.4	6	-12
O=S(=O)(c1ccc(S(=O)(=O)N2CCC(O)CC2)cc1)N1CCCC1	-2.4	10	0.4	3.0	-2	-2	-0.2	3	2
CCOc1ccc(NS(=O)(=O)c2ccc(NS(C)(=O)=O)cc2)cc1	-0.5	-2	-0.7	nt	-3	nt	nt	-7	nt
COc1cc(NC(=S)NC(=O)c2ccc(C)cc2C)ccc1NC(=O)c1cccs1	-3.3	4	1.9	nt	-1	1	0.5	11	-5

The list goes on.
SMILES	FadD28 FP inh	PrPC surface inh	PfHsp40 rescue	TcdB inh	CCHF vOTU inh	BoNT-F LC inh	BoNT-A LC inh2	Yp Topo-I inh	Anthrax LF prot
CC(=O)c1cccc(S(=O)(=O)Nc2cccnc2)c1	-2.5	5	-1.4	0.1	0	1	0.3	1	2
CCc1ccccc1NC(=O)/C(=C/c1ccccc1)c1ccccc1	-6.8	-4	1.2	nt	-6	-10	-0.9	58*	-3
CC(C)(C)C(=O)NNC(=O)COc1ccc2ccccc2c1Br	-2.2	72*	0.3	3.1	1	1	-0.1	13	-6
C=CCn1c(SC)nnc1-c1ccc2ncccc2c1	-3.9	1	-1.0	1.2	-9	?	1.2	-3	0
COc1ccc(N2C(=O)CC(N3CCN(c4cccc(Cl)c4)CC3)C2=O)cc1 (stereo not given)	-2.6	7	-1.0	0.9	-1	nt	nt	-4	nt
CCOc1ccccc1NC(C)C(=O)Nc1cc(C(F)(F)F)ccc1N1CCOCC1 (stereo not given)	2.3	1	3.4	nt	-1	-31	-1.2	7	2
CCOc1ccc(NC(=O)CC2C(=O)N(c3ccc(OCC)cc3)C(=S)N2C2CC2)cc1 (stereo not given)	-4.1	-2	1.0	0.9	-2	4	-0.7	-5	0
N#CCCn1c(=S)[nH]c2ccccc21	-2.8	-3	-0.4	nt	-11	5	0.7	4	5
O=[N+]([O-])c1ccc(Oc2ccc(Oc3ccc(C(F)(F)F)cn3)cc2)nc1	-0.9	3	-0.5	0.9	-8	-13	0.0	-5	-3
COc1cc(NC(=O)[C@@H](NC(=O)N2CCn3c2nc2ccccc23)C(C)C)cc(OC)c1	-1.5	-6	1.1	1.4	12	-15	-2.4	4	-2
Cc1ccc(-c2ccc(/C=N\n3cnnc3)o2)c(Br)c1	-2.3	-6	0.4	-0.3	2	-3	1.9	39	-5
CCN(CCCNC(=O)Cn1cc2c(n1)CCCC2)c1cccc(C)c1	-2.4	7	-0.1	0.9	2	-3	-0.9	31	4
Cc1ccc(OCCOC(=O)c2sc(=S)n(C)c2C)cc1	-0.8	3	0.3	0.4	7	0	-0.2	14	-2
CC(C)CC(=O)c1c[nH]c(C(=O)NCc2cccnc2)c1	0.6	9	-1.5	0.5	-8	-1	-0.5	-4	-7
NS(=O)(=O)c1ccc(CNC(=S)Nc2ccc(Cl)c(Cl)c2)cc1	-13	-1	0.9	1.5	14	-1	-1.2	-23	-4
COc1ccc(CC(=O)Nc2ccc(OC)nc2)cc1	-0.9	5	-0.6	0.7	-1	-1	-0.2	1	7
Cc1nc(SCC(=O)N2c3ccccc3Sc3ccccc32)n[nH]1	-0.2	6	-0.5	nt	12	2	0.7	-1	1
CC(C)N1C(=O)S/C(=C/c2ccccc2OCc2ccc(C(=O)O)cc2)C1=O	-12	8	1.2	-0.3	13	-2	-0.7	2	-4
O=C(OCc1ccc(F)cc1)c1cc2ccccc2cc1O	-3.8	7	-0.1	-0.1	-3	13	1.6	17	10
COc1ccc(N(CC(=O)N2CCc3ccccc3C2)S(C)(=O)=O)cc1	-3.8	-3	0.0	0.5	-12	-7	0.0	-4	1
O=C(Nc1ccccc1Cl)c1ccccc1Cl	-0.3	1	-0.7	-0.3	-8	0	0.5	11	2
CC1=C(C(N)=O)C(c2ccccn2)n2nc(SCc3ccccc3Cl)nc2N1 (stereo not given)	-2.5	3	-0.2	nt	-10	0	0.8	1	4
COc1ccc(NC(=O)CCCOc2ccc(C)cc2)cc1S(=O)(=O)N1CCCCC1	1.9	-4	nt	-0.8	11	-2	0.2	36	-2
O=C(NCCc1ccc(F)cc1)c1cccs1	2.2	-2	0.8	nt	-11	-11	-0.2	1	0
CCC1(C)CC(CCNCc2ccc(N(C)C)cc2)(c2ccc(F)cc2)CCO1 (stereo not given)	-4.5	-16	-0.4	0.6	-6	-8	0.0	22	0
CCOC(=O)c1ccc(NS(=O)(=O)c2cn(C)cn2)cc1	-1.8	-1	?	-1.1	-7	-6	0.4	-1	-4
CC/C(=N\NC(=S)NC(C)C)c1ccc(OC)c(OC)c1	-0.8	4	-1.3	1.3	-6	3	0.4	-12	-1
CCOc1cccc(/C=N/NC(=O)c2ccc3c(c2)OCCO3)c1O	-0.1	7	0.9	-3.7	-1	-2	0.0	-3	2
CC/C(C)=N/Nc1nc2c(c(=O)[nH]c(=O)n2C)n1Cc1ccccc1	1.8	-12	24	-3.7	-9	-50	-1.7	1	-18
CN(C)CCN1CCN([C@H]2CS(=O)(=O)N[C@@H]2COCc2ccccc2)CC1	-1.7	0	nt	0.9	7	6	-0.3	nt	-2
O=C(c1cc(COc2c(F)cccc2F)on1)N1CCN(C2CCCCC2)C(=O)C1	-3.7	9	0.3	0.9	13	0	-0.5	17	1
COCCCNC(=S)NCCNc1nc2c(C)c(C)ccc2cc1C#N	-3.5	-7	-0.9	1.5	-9	0	2.8	6	-1
